Screening data from PubChem BioAssay.
S1P3 antagonist: S1P3 receptor antagonists, primary screen, cell-based; Sphingosine 1-phosphate receptor 3 (Homo sapiens), Q99500; 170,000 compounds, 0.27% hits; inhibition, % at 4.98 µM; CHO S1P3 NFAT-BLA reporter, FRET fluorescence, antagonist mode;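 active = inhibition above the plate cutoff, the mean inhibition of test wells on that plate plus 3 SD, cut at about 28% in these data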;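 also: cells challenged with S1P at its EC80 of 0.8 µM; blue over green emission ratio from cleaved BLA substrate after 4 h stimulation; 0% = S1P-stimulated wells and 100% = unstimulated DMSO-only wells; some compounds past the cut are filed as inactive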
DTT redox prof: compounds producing H2O2 with reducing agent – biochemical, NIH compound library profiling, artefact control for MLSCN library redox annotation, primary screen; AID 878, 2007; 200,000 compounds, 0.03% hits; activation, % at 10 µM; DTT-dependent redox cycling H2O2, phenol red/HRP absorbance; 100% = 100 µM peroxide control, 0% = buffer;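 active = activation of at least 50% relative to the plate's high and low controls in the primary single-dose screen; inactive = activation below 50%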;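 also: compound incubated with DTT at 0.8 mM final as the reducing agent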
bIAP act: bovine intestinal alkaline phosphatase activators, primary screen, biochemical, bovine IAP, CDP-star luminescence; alkaline phosphatase, intestinal [Bos taurus]; purified bovine IAP, 30 min; stronger effect = higher value; fold of DMSO-control signal, blank-subtracted; activation factor at 20 µM; 200,000 compounds, 0.17% hits;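 active = activation factor of 2 or more at 20 µM, a signal rise over negative controls twice the positive control's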
PPARg SRC-2 ag: agonists of PPARg-SRC-2 recruitment, primary screen, biochemical, HTS. Peroxisome proliferator-activated receptor gamma (Homo sapiens), P37231. PPARgamma LBD-SRC-2 recruitment. activation, % at 8 µM. 200,000 compounds, 0.34% hits. AID 1032, 2008; in the data active = activation above about 22%;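 also: 0% = vehicle and 100% = reference agonist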
Target sequence (P37231 whole entry, looked up, the tested form may be a part): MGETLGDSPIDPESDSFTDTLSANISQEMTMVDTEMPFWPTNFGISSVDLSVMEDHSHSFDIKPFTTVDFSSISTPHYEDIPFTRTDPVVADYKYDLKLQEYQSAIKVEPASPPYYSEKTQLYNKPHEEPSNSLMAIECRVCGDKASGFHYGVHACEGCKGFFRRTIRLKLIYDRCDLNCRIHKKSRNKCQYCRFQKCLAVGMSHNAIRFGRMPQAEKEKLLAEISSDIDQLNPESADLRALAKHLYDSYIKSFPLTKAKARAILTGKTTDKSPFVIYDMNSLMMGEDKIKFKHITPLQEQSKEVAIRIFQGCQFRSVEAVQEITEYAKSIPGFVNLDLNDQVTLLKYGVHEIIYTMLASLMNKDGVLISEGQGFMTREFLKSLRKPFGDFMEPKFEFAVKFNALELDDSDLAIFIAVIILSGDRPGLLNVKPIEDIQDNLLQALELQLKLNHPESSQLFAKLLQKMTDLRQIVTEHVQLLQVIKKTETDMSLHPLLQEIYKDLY
PPARg SRC1 recr: PPARgamma agonists recruiting SRC-1 coactivator, primary screen, biochemical; Peroxisome proliferator-activated receptor gamma (Homo sapiens), P37231; PPARgamma-SRC-1 coactivator recruitment biochemical assay; activation, % at 8 µM; 200,000 compounds, 0.41% hits; AID 631, 2007; in the data active = activation above about 19%;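 also: 0% = DMSO and 100% = reference agonist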
ROMK mod: ROMK potassium channel modulators, primary screen, cell-based, thallium flux, MLSMR library; ATP-sensitive inward rectifier potassium channel 1 (Homo sapiens), P48048; Tet-inducible ROMK, thallium flux fluorescence; actives lie on both sides; B-score at 10 µM; 130,000 compounds, 2% hits;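 active = signal ratio slope over the read window, or its plate-corrected B-score, at least 3 SD from the plate mean, either direction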;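 also: B-score of the F/F0 ratio slope over 7 to 12 s after thallium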
Target sequence (P48048 whole entry, looked up): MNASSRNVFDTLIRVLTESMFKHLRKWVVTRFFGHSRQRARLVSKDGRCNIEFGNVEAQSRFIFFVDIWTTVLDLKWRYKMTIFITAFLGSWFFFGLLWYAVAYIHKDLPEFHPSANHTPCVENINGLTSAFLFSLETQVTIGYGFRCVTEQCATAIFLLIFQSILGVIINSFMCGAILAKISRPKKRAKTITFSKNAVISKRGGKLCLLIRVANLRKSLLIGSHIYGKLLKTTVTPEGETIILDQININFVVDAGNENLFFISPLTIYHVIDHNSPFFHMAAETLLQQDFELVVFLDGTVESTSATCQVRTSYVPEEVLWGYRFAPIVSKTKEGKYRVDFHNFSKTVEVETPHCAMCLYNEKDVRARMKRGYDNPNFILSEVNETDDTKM
TLR4 MyD88 comp: inhibitors of TLR4-MyD88 association in cells, primary screen, cell-based, HeLa CL3-4, BLA complementation, FRET ratio | HeLa CL3-4 TLR4/MyD88 BLA complementation | Toll-like receptor 4 (Homo sapiens) + Myeloid differentiation primary response protein … | AID 861, 2007 | inhibition, % at 8.4 µM | 200,000 compounds, 0.18% hits; in the data active = inhibition above about 25%;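 also: 0% = vehicle and 100% = reference inhibitor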
bIAP inh: bovine intestinal alkaline phosphatase inhibitors, primary screen, selectivity assay for TNAP inhibitor project, biochemical, bovine IAP, CDP-star luminescence | alkaline phosphatase, intestinal [Bos taurus] | purified bovine IAP, 30 min | inhibition, % at 20 µM | 190,000 tested, under 10 active;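 active = over 50% inhibition of intestinal alkaline phosphatase at 20 µM in the single-dose screen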
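System: Purified bovine intestinal alkaline phosphatase (IAP) enzyme | Input: IAP diluted 1/65,000,000 in the well | Also added: CDP-star chemiluminescent phosphatase substrate, 30 µM final | Dosing: 20 µM single dose | Times: Enzyme reaction for 30 min at room temperature | Detection: Luminescence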
Lmaj promast: Leishmania major promastigote growth inhibition, primary screen | Leishmania major promastigotes, resazurin fluorescence viability | inhibition, % at 10 µM | 200,000 compounds, 9% hits; in the data active = inhibition above about 50%;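 also: promastigotes grown with compound for 44 hours at 28 °C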
SRC2 TRFRET art: TR-FRET signal artefacts, primary screen, artefact control for PPARgamma SRC-2 agonist project, biochemical. 200,000 compounds, 0.4% hits. TR-FRET ratio at 8 µM. AID 1049, 2008. TR-FRET artefact counter-screen; stronger effect = higher value; in the data active = TR-FRET ratio above about 2000; also: inactives centre near 1500
PPARg SRC-3 ag: PPARgamma agonists recruiting SRC-3 coactivator, primary screen, biochemical; Peroxisome proliferator-activated receptor gamma (Homo sapiens), P37231; biochemical PPARgamma/SRC-3 coactivator recruitment assay; activation, % at 8 µM; 200,000 compounds, 0.26% hits; in the data active = activation above about 23%;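 also: 0% = DMSO and 100% = reference agonist; some compounds past the cut are filed as inactive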
The depositor's hits bear a star; · = not tested or not shown.

Below each compound: S1P3 antagonist	DTT redox prof	bIAP act	PPARg SRC-2 ag	PPARg SRC1 recr	ROMK mod	TLR4 MyD88 comp	bIAP inh	Lmaj promast	SRC2 TRFRET art	PPARg SRC-3 ag
> O=C(OC(c1ccccc1)c1nccc2ccccc12)c1cc([N+](=O)[O-])cc([N+](=O)[O-])c1 (stereo not drawn)
→ 12	0.3	0.7	7	-1	·	1	27	98*	1502	1
> CCOC(=O)C1CCN(C(=O)c2oc3ccc(S(=O)(=O)N4CCCCCC4)cc3c2C)CC1
→ ·	2.4	1	0	6	·	-5	-4	14	1550	-1
> COc1ccc(C2N(c3ccc(C)cc3)CCN2c2ccc(C)cc2)cc1O
→ -21	-0.9	1	-2	1	0.07	-3	4	11	1589	-1
> CCCC[n+]1c(C)sc2ccc(C)cc21
→ -28	-1.1	0.8	-2	2	-0.034	-5	19	-4	1474	2
> CC(/C=N/NC(=O)Cc1cccn1C)=C\c1ccccc1
→ 0	-0.5	1.1	9	3	0.1	-10	-7	3	1676	-1
> O=C(CSc1nc2ccccc2o1)N1CCN(c2ccccc2)CC1
→ ·	-1.8	0.9	15	2	·	3	12	-5	1715	19
> O=C(COc1ccc(S(=O)(=O)NCc2ccccc2)cc1)N1CCOCC1
→ ·	0.0	1.1	2	6	·	-1	-7	-4	1628	3
> CCc1cc2c(=O)c(Oc3ccccc3)c(C)oc2cc1O
→ -26	0.7	1	12	-6	·	-5	1	20	1544	-2
> COc1cccc(-c2nnc(SCC(=O)Nc3ccc(OC)c(OC)c3)n2N)c1
→ -7	-0.1	0.9	7	4	·	-6	6	-5	1635	5
> NC(=O)C1CCN(C(=O)/C=C/c2ccco2)CC1
→ -9	-0.6	0.9	-1	3	0.18	5	10	-9	1517	2
> COc1ccc(N=Cc2nc(-c3ccco3)oc2O)cc1
→ ·	1.6	1.1	17	11	0.59	-3	-6	4	1668	11
> Cc1c(Cl)cccc1NC(=S)NCCc1ccc(C(F)(F)F)cc1
→ -7	-0.4	0.3	1	1	-0.31	-5	·	31	1411	3
> Cc1cccc(N2CCN(C(=O)c3ccc4ncsc4c3)CC2)c1C
→ ·	-0.5	0.9	7	-2	3.3*	-2	9	61*	1677	0
> CCC(C)c1ccccc1NC(=O)C(C)N(C)Cc1cccc(OC)c1 (stereo not drawn)
→ 21	0.8	1.2	-8	4	0.098	-1	-24	22	1463	-1
> COc1ccc(C(c2nnnn2CCc2ccccc2)N2CCN(C3CCCC3)CC2)cc1 (stereo not drawn)
→ 4	1.4	1.1	-4	-5	·	-8	-6	99*	1426	-15
> COc1ccc(C2C(C#N)=C(N)OC3=C2C(=O)CC(C)(C)C3)c(OC)c1OC (stereo not drawn)
→ 5	-2.3	0.9	9	2	0.59	16	6	-1	1557	3
> CCOC(=O)C1(CCOc2ccccc2)CCN(Cc2ccc(NC(C)=O)cc2)CC1
→ -8	-1.5	1.1	5	9	-0.053	4	-8	87*	1620	1
> Cc1nnc(SCc2cc(=O)[nH]c(N3CCCCC3)n2)s1
→ -37	0.9	·	2	4	-0.93	6	·	-3	1475	11
> COCCSc1ccccc1C(=O)N1CCCC(C)C1 (stereo not drawn)
→ -14	0.4	0.9	4	2	0.24	6	8	0	1328	1
> O=Cc1ccc(N2CCCCC2)cc1
→ -6	-1.3	0.9	-6	0	·	6	11	2	1421	0
> Cc1cccc(N/C(N)=N/c2nc3c(c(=O)[nH]2)CCCC3)c1
→ 11	2.4	1.4	1	-1	·	-1	-44	13	1488	-22
> N#Cc1ccccc1CSc1nc2ncc(Br)cc2[nH]1
→ 2	-1.4	1	16	4	-0.48	7	-3	-8	1754	3
> O=C(COc1ccccc1)NNC(=S)NC(=O)c1ccc(Cl)cc1Cl
→ ·	1.5	1.1	-10	5	·	-16	-5	-8	1288	4
> COc1ccc(C(C)=O)c2c1OCCO2
→ 6	3.1	0.9	-1	0	0.24	0	5	-7	1562	-3
> CC1(C)CC(=O)C=C(NCCc2ccc(S(N)(=O)=O)cc2)C1
→ 6	-0.8	1	-2	-6	·	8	3	-7	1624	-7
> O=c1[nH][nH]c(C(F)(F)F)c1C=NCc1cccs1
→ -6	-2.2	1.1	2	1	0.064	1	-9	-9	1690	3
> COc1cccc(C(=O)Nc2ccc(C)cc2)c1
→ ·	2.5	0.9	-2	-2	·	-3	11	1	1446	1
> CCc1ccc(NC(=O)C(=O)NCC2CCCO2)cc1 (stereo not drawn)
→ 1	0.0	1	-3	0	-0.22	-15	-4	-6	1519	2
> CC1=NNC(=O)C1CC(=O)N/N=C(/C)c1cccc([N+](=O)[O-])c1 (stereo not drawn)
→ -5	4.2	0.9	-7	0	·	6	5	-2	1420	-3
> FC(F)(F)c1ccc(N2CCOCC2)c(Nc2nc3ccccc3n3cnnc23)c1
→ 40	0.9	1	-2	10	1.3	-12	-4	46	1324	-14

Additional compounds:
Below each compound: S1P3 antagonist	DTT redox prof	bIAP act	PPARg SRC-2 ag	PPARg SRC1 recr	ROMK mod	TLR4 MyD88 comp	bIAP inh	Lmaj promast	SRC2 TRFRET art	PPARg SRC-3 ag
> CCOC(=O)NN1C(=O)c2ccccc2NC12CCCC2
→ -26	0.0	0.9	-11	2	-0.71	-9	12	-4	1548	0
> O=C(NS(=O)(=O)c1ccccc1Cl)c1ccc[nH]1
→ 3	1.9	0.9	1	3	1	-11	6	-7	1645	0
> Cc1nc2c(ccc3nc(NC(=O)Cc4ccccc4)sc32)s1
→ 19	0.3	0.9	9	4	-1.5	-3	8	11	1456	1
> COc1ccccc1C(=O)Nc1ccc(OCc2nnc3c4ccccc4c(C)nn23)cc1
→ 10	-0.1	1	-15	2	-0.9	-4	3	26	1419	3
> COc1ccc(OCC(=O)N2N=C(C(F)F)CC2(O)C(F)F)cc1 (stereo not drawn)
→ 15	-0.1	1.2	-5	2	·	0	-24	-5	1478	-3
> COc1ccc(OC)c(S(=O)(=O)n2nnc3cc(Cl)ccc32)c1
→ 18	2.1	1	5	1	0.7	-12	1	-3	1504	-17
> Cc1cccc(C(=O)NCCNc2nc3cc(C)c(C)cc3cc2C)c1
→ -7	-2.2	1.1	11	4	-0.088	4	-14	19	1599	1
> COc1ccc(-n2c(SCC(=O)Nc3ccc(C(=O)O)cc3)nnc2-c2cccs2)cc1
→ 5	1.7	1	3	6	·	-12	-1	-3	1455	10
> CCC(C)(C(=O)NC1CCCC1)N(C(=O)c1ccccn1)c1ccc(C)cc1 (stereo not drawn)
→ ·	1.1	1	-2	-4	0.54	6	-2	9	1501	3
> CC1=C(C)CC(C(=O)Nc2nc(-c3ccc(F)cc3)c(C)s2)C(C(=O)O)C1 (stereo not drawn)
→ -13	-0.3	1	6	-4	-0.58	2	0	6	1469	3
> Cc1ccc(-c2noc(COc3ccc4c(c3)OCO4)n2)cc1
→ ·	3.2	0.9	6	0	1.1	0	6	-8	1553	0
> O=C(NCCc1ccc(Cl)cc1)C1CCC(CNc2nc(=S)[nH]c3ccccc23)CC1 (stereo not drawn)
→ -17	0.0	1	-4	-1	-0.88	-4	0	2	1554	0
> COc1cc(/C=C/C(=O)OCC(=O)N2CCOCC2)ccc1OCC#N
→ -3	-2.0	1.1	7	4	1.9	-2	-7	-12	1559	2
> O=C(CSc1ccc(-c2cccs2)nn1)Nc1ccccc1
→ 2	-0.6	0.9	6	6	-0.32	-23	8	0	1713	7
> CCn1c2ccccc2c2cc(NC(=O)c3ccc([N+](=O)[O-])cc3)ccc21
→ ·	-0.9	0.9	0	0	·	11	6	-4	1689	4
> N#Cc1c(-c2ccco2)ccn(Cc2cccc(F)c2)c1=O
→ -2	0.3	1.1	2	6	-0.058	-16	-14	-5	1662	1
> Cc1cc(C(F)(F)F)nn1CC(=O)N1CCOCC1
→ ·	-2.0	1	6	-1	·	5	2	-2	1395	8
> Cn1c(N2CCN(C(=O)NCc3ccccc3)CC2)nc2ccccc21
→ 8	0.3	0.9	5	6	0.64	-3	6	-1	1667	2
> CCOC(=O)C1(S(=O)(=O)c2ccc(Cl)cc2)CCN(Cc2ccc(Cl)cc2)CC1
→ ·	-5.9	0.8	11	-1	·	1	16	35	1476	4
> Cc1cc(C(=O)C(=O)O)c(C)n1-c1ccc(Cl)c(Cl)c1
→ -14	-0.7	2.5*	-2	1	0.25	2	-146	-7	1634	0
> C/C(=N\NC(=O)c1cccc(N/N=C(\C)c2cc(O)ccc2O)c1)c1cc(O)ccc1O
→ 0	1.2	1	4	-5	2	7	-2	4	1443	-1
> COc1cnc(-c2cccc(C(F)(F)F)c2)[nH]c1=O
→ -2	0.8	1.1	0	8	0.9	-10	-6	-2	1552	-4
> CCOC(=O)N1CCN(C(=O)c2cn(C)c3ccc(S(=O)(=O)N4CCCC4)cc3c2=O)CC1
→ 9	0.3	0.9	-5	3	0.43	2	12	-10	1487	-4
